Assay outcomes: PubChem BioAssay, several laboratories
PPARg SRC-2 ag: agonists of SRC-2 recruitment by human PPARgamma | P37231 | PPARgamma LBD-SRC-2 recruitment, biochemical | activation, % at 8 µM | 200,000 tested, 0.34% active | AID 1032; in the data active means activation above about 22%;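 further: 0% = vehicle and 100% = reference agonist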
Target sequence (P37231 whole entry, looked up, the tested form may be a part): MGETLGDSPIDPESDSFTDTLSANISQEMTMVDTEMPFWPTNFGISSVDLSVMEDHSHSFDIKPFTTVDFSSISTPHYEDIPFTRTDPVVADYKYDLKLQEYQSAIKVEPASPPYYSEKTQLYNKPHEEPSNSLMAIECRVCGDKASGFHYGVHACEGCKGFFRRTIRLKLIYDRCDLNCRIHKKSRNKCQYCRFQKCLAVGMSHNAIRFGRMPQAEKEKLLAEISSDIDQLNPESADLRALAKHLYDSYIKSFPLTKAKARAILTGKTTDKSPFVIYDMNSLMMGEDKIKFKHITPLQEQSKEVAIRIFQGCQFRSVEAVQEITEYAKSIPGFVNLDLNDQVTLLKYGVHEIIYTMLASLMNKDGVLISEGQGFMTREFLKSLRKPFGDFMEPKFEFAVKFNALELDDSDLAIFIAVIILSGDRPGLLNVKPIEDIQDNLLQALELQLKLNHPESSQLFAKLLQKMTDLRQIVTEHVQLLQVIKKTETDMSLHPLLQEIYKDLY
TNAP act hi DEA: increases human TNAP activity under high phosphate acceptor concentration | P05186 | purified TNAP, CDP-star luminescence, 1 M DEA, 30 min; hits give high values; 0 = EDTA background, 1 = DMSO-only activity | activation factor at 20 µM | 200,000 tested, under 10 active | AID 1136;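 active means activation factor at least 2 at 20 µM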
Target sequence (P05186 whole entry, looked up): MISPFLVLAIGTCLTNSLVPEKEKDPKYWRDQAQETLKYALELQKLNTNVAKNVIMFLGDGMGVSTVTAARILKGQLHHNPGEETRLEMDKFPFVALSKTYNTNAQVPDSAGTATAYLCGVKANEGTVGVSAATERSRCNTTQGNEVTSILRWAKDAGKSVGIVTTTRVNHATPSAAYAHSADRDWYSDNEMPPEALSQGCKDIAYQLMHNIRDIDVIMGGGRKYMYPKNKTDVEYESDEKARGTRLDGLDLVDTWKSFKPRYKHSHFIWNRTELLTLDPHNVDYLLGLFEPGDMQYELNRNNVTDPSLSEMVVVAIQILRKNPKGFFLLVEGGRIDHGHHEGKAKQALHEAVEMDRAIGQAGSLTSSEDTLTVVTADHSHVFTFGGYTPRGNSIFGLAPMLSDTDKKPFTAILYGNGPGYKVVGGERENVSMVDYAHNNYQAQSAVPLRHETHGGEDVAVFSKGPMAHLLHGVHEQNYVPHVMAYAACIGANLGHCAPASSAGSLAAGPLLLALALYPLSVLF
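Control set: EDTA negative control, DMSO positive control / Assay system: human TNAP / Quantity: TNAP 1/800 final / Evaluation: TNAP activation factor scaled between EDTA and DMSO control wells / Measured by: luminescent substrate turnover signal / Compound dosing: one dose, 20 µM / Times: 30 min enzyme reaction at room temperature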
TNAP inh no acc: inhibitors of human TNAP without phosphate acceptor; P05186; purified TNAP, CDP-star luminescence, 30 min; inhibition, % at 20 µM; 200,000 tested, 0.26% active;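 active means tissue-nonspecific alkaline phosphatase inhibition above about 50% at 20 µM in the single-dose screen, limit read from the data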;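 further: 0% = DMSO negative control and 100% = EDTA positive control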
TNAP inh hiacc: inhibitors of human TNAP at high phosphate acceptor concentration; P05186; purified TNAP, CDP-star luminescence, 1 M DEA; inhibition, % at 20 µM; 200,000 tested, 0.03% active; AID 1135;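 active means over 50% inhibition of tissue-nonspecific alkaline phosphatase at 20 µM in the single-dose screen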;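 further: plate controls were DMSO wells for no effect and EDTA-quenched wells as full inhibition for full effect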
PPARg SRC1 recr: agonists of human PPARgamma SRC-1 coactivator recruitment. P37231. PPARgamma-SRC-1 coactivator recruitment biochemical assay. activation, % at 8 µM. 200,000 tested, 0.41% active; in the data active means activation above about 19%;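 further: 0% = DMSO and 100% = reference agonist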
Efa HMGR inh: blocks class II HMG-CoA reductase of Enterococcus faecalis; AID 1066; 190,000 tested, 0.41% active; purified E. faecalis HMGR, NADPH absorbance 340 nm kinetic; inhibition, % at 10 µM;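 active means inhibition above a set limit, the median over all tested compounds plus 3 SD, cut at about 9.5% in these data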;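 further: enzyme runs in reverse so mevalonate oxidation gives rising NADPH absorbance; 0% = complete reaction with DMSO and 100% = background rate lacking mevalonate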
bIAP inhibitor: blocks bovine intestinal alkaline phosphatase activity; purified bovine IAP, CDP-star luminescence, 30 min; 190,000 tested, under 10 active; inhibition, % at 20 µM;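 active means over 50% inhibition of intestinal alkaline phosphatase at 20 µM in the single-dose screen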
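System: Purified bovine intestinal alkaline phosphatase (IAP) enzyme | Input: IAP diluted 1/65,000,000 in the well | Also added: CDP-star chemiluminescent phosphatase substrate, 30 µM final | Dosing: 20 µM single dose | Times: Enzyme reaction for 30 min at room temperature | Detection: Luminescence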
TR-FRET SRC-2 ct: counter-screen for PPARgamma SRC-2 recruitment agonists: TR-FRET artefact; hits give high values; TR-FRET ratio at 8 µM; 200,000 tested, 0.4% active; in the data active means TR-FRET ratio above about 2000; further: inactives centre near 1500
PPARg SRC3 recr: promotes SRC-3 coactivator recruitment by human PPARgamma; AID 731; activation, % at 8 µM; P37231; 200,000 tested, 0.26% active; biochemical PPARgamma/SRC-3 coactivator recruitment assay; in the data active means activation above about 23%;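 further: 0% = DMSO and 100% = reference agonist; some compounds past the cut are filed as inactive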
bIAP act: increases bovine intestinal alkaline phosphatase activity. purified bovine IAP, CDP-star luminescence, 30 min; hits give high values; fold of DMSO-control signal, blank-subtracted. activation factor at 20 µM. 200,000 tested, 0.17% active. AID 1016;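 active means activation factor of 2 or more at 20 µM, a signal rise over negative controls twice the positive control's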
* = called active by the depositor; / = no result given.

item | Compound | TNAP inh no acc | bIAP inhibitor | Efa HMGR inh | PPARg SRC-2 ag | TNAP act hi DEA | bIAP act | TR-FRET SRC-2 ct | TNAP inh hiacc | PPARg SRC3 recr | PPARg SRC1 recr
1 | O=C(CSc1nnnn1-c1ccc(F)cc1)Nc1ccc(N2CCOCC2)c(Cl)c1 | -12 | 12 | -11 | -1 | 1.1 | 0.9 | 1452 | -7 | -4 | 0
2 | O=C(Nn1c(C2CCCCC2)nc2ccccc2c1=O)c1ccc([N+](=O)[O-])cc1 | -2 | 18 | -5 | 1 | 1 | 0.8 | 1746 | 1 | 7 | 5
3 | CCC(=O)c1c(NC(CC)CO)cc(C)oc1=O (stereo not drawn) | -12 | -6 | -2 | 0 | 1 | 1.1 | 1497 | 0 | 3 | -2
4 | COc1cccc(N(C(=O)CS(=O)CC(=O)Nc2ccc(F)cc2)C(C(=O)NC2CCCCC2)c2cccs2)c1 (stereo not drawn) | -1 | 46 | -3 | 10 | 1.1 | 0.5 | 1576 | -6 | 6 | 3
5 | CC(=O)c1cccc(NC(=O)N[C@@H](CC(C)C)C(=O)O)c1 | -11 | 16 | 1 | 2 | 1.1 | 0.8 | 1725 | -5 | 1 | 8
6 | Cn1c(CNC(=O)c2ccc(Cl)cc2)nnc1SCC(=O)Nc1sc2c(c1C#N)CCCC2 | -14 | 6 | -3 | 11 | 1 | 0.9 | 1534 | -2 | -4 | -3
7 | NC(=O)c1ccccc1N=Cc1ccccn1 | -12 | 3 | -8 | 2 | 1.1 | 1 | 1292 | -8 | -6 | 9
8 | CCn1cc(C(=O)OCC(=O)c2cc(C)n(-c3ccc(OC(F)F)cc3)c2C)c(=O)c2ccc(C)nc21 | -13 | -17 | -1 | 4 | 1 | 1.2 | 1645 | 3 | 6 | 3
9 | Cc1cc(C(=O)O)c2ccccc2n1 | -8 | 7 | 1 | -2 | 1 | 0.9 | 1385 | -5 | -12 | -6
10 | CCOc1ccccc1NC(=O)C(OC(=O)c1ccc(CC)cc1)c1ccccc1 (stereo not drawn) | -3 | -2 | -1 | 8 | 1 | 1 | 1612 | -3 | 0 | -1
11 | O=C(CCNC(=O)c1ccc([N+](=O)[O-])cc1)Nc1ccc(N2CCOCC2)cc1N1CCOCC1 | -13 | 1 | 5 | 5 | 1 | 1 | 1732 | -4 | -3 | 4
12 | Cc1ccc(-c2nc3ccc(Cl)cc3n2OC(C)C(=O)O)cc1 (stereo not drawn) | -6 | 8 | -5 | 13 | 1 | 0.9 | 1521 | -3 | 8 | 10
13 | O=C(O)CCSc1nnc(SCC(=O)NCC(F)(F)F)s1 | -13 | 4 | 1 | 1 | 1 | 1 | 1465 | 2 | -1 | -5
14 | Cc1ccsc1C(=O)C1CCCN(Cc2cn(C)nc2-c2ccccc2)C1 (stereo not drawn) | -3 | -8 | -3 | 3 | 1 | 1.1 | 1419 | 0 | -1 | 1
15 | COc1ccccc1-n1c(CNC(=O)c2ccccc2)nnc1SCC(=O)Nc1nnc(C)s1 | -9 | 18 | 0 | 9 | 1 | 0.8 | 1477 | -4 | -1 | 3
16 | Cc1nn(-c2ccc(F)cc2)c(Cl)c1/C=C(\CC(=O)O)c1nc2ccccc2s1 | -2 | 0 | -4 | -9 | 1 | 1 | 1337 | -2 | 5 | 3
17 | Cc1ccccc1C(=O)/C=C1/c2ccccc2CC(C)(C)N1C | -3 | 4 | -10 | 3 | 1 | 1 | 1714 | -3 | 18 | 4
18 | O=C(CCCCCn1c(=S)[nH]c2ccccc2c1=O)NCc1ccc2c(c1)OCO2 | -10 | -11 | -7 | -1 | 1 | 1.1 | 1648 | -5 | 10 | 0
19 | Cc1cc(C)cc(-n2c(C)cc(C(=O)CSc3nnnn3C)c2C)c1 | -22 | -4 | -7 | 11 | 1.1 | 1 | 1899 | -6 | 5 | 9
20 | O=C1CSC(c2ccccc2)N1c1nc(-c2ccc(Cl)cc2Cl)cs1 (stereo not drawn) | -10 | 25 | -2 | -3 | 1 | 0.8 | 1647 | -5 | 11 | 4
21 | Cc1nn(-c2ccccc2)c2sc(C(=O)C(C#N)c3ccccn3)cc12 (stereo not drawn) | -7 | -1 | / | / | 1.1 | 1 | / | -7 | / | /
22 | Cc1ccc(S(=O)(=O)NCCOCCNS(=O)(=O)c2ccc(C)cc2)cc1 | -5 | 6 | 1 | 3 | 1 | 0.9 | 1425 | -4 | -5 | 1
23 | O=C(Nc1cccnc1)c1cnn2c(C(F)F)cc(C3CC3)nc12 | -6 | -1 | 1 | -1 | 1 | 1 | 1595 | -4 | 1 | 1
24 | CC(=O)N/C(=C\c1ccc(F)cc1)C(=O)NC(C(=O)O)C(C)C (stereo not drawn) | 0 | -6 | 1 | 16 | 1 | 1.1 | 1711 | -3 | -1 | -7
25 | COc1ccc(/C(=N\O)c2ncc(C(F)(F)F)cc2Cl)cc1 | -17 | 9 | -2 | 9 | 1.1 | 0.9 | 1516 | -6 | 7 | 1
26 | COC(=O)c1ccccc1NC(=O)/C=N/O | -13 | 12 | 4 | 0 | 1.1 | 0.9 | 1552 | -5 | 2 | 0
27 | Cc1cc(C)c(NC(=O)/C(=C/c2ccco2)c2ccccc2)c(C)c1 | -9 | 10 | -9 | 0 | 1 | 0.9 | 1374 | -2 | 0 | -1
28 | CCOc1ccc2ccccc2c1C(=O)N[C@@H]1C(=O)N2[C@@H]1SC(C)(C)[C@@H]2C(=O)O | -10 | 6 | 7 | 7 | 1.1 | 0.9 | 1364 | -6 | 3 | -2
29 | COc1ccc(Cl)cc1C(=O)N1CCN=C1SC | -10 | 16 | -1 | -3 | 1 | 0.8 | 1501 | -2 | 1 | 2
30 | CCOC(=O)C1(Cc2cccc(OC)c2)CCN(Cc2cccc3c2OCO3)CC1 | -8 | 4 | 1 | 0 | 1.1 | 1 | 1611 | -11 | 6 | -2
31 | COc1ccc(OC)c(/C=N/NC(=O)c2cc3c(OC)c(OC)ccc3[nH]2)c1 | -1 | 8 | -5 | 12 | 1 | 0.9 | 1873 | -4 | 8 | 6
32 | CN(C)S(=O)(=O)c1cccc(N=c2scc(-c3ccc4c(c3)NC(=O)CO4)n2CC2CCCO2)c1 (stereo not drawn) | -9 | -1 | 1 | 4 | 1.1 | 1 | 1500 | -7 | -11 | 1
33 | CCCOc1ccc(C2C(=O)N(C3CCCCCC3)CC(=O)N2Cc2ccco2)cc1OC (stereo not drawn) | -19 | 5 | -2 | 3 | 1 | 1 | 1644 | -5 | 4 | 6
34 | CN(C)c1nc(NS(=O)(=O)c2ccc(Cl)cc2)nc(N(C)C)n1 | -15 | -8 | 1 | -6 | 1.1 | 1.1 | 1459 | -8 | -4 | 2
35 | Nc1ccc(S(=O)C(F)(F)F)cc1 (stereo not drawn) | -15 | -1 | -7 | 8 | 1 | 1 | 1576 | -4 | 6 | 8
36 | CN(CC(=O)Nc1ccc(SC(F)F)cc1)C1CCCCC1 | -4 | 17 | -2 | 7 | 1 | 0.8 | 1563 | -2 | 2 | 7
37 | Cc1ccccc1OCCCc1c(C)n[nH]c1C | 2 | 10 | 0 | 0 | 1 | 0.9 | 1390 | 2 | -6 | 7
38 | Cc1cc(C(=O)OCC(=O)N2CC(C)OC(C)C2)ccc1[N+](=O)[O-] (stereo not drawn) | -1 | -4 | -1 | 6 | 1 | 1 | 1615 | 4 | 0 | -2
39 | COc1ccc(NC(=O)CSc2nnc(Cc3cccn3C)n2-c2ccc(F)cc2)cc1OC | -6 | -14 | -3 | 7 | 1 | 1.1 | 1443 | -1 | 7 | 4
40 | CSc1cccc(NC(=O)C2(S(=O)(=O)c3ccc(C)cc3)CC2)c1 | -7 | 7 | -1 | 6 | 1 | 0.9 | 1552 | -4 | 1 | 7
41 | COc1ccccc1NC(=O)CCN1CCCCCC1 | -3 | 10 | -2 | -1 | 1 | 0.9 | 1553 | -3 | -1 | 3
42 | O=C(CCCN1C(=O)c2ccccc2C1=O)N1CCc2ccccc2C1 | -12 | -2 | -1 | 1 | 1 | 1 | 1592 | -3 | -5 | -4
43 | Cc1ccc(SCC2(O)CCN(C(=O)c3ccc(Cl)cc3)CC2)cc1 | 2 | 4 | -3 | 4 | 1 | 1 | 1659 | -4 | 0 | -1
44 | CCC(C)(C)NC(=O)Cc1ccc(F)cc1 | -1 | 5 | -1 | 5 | 1 | 0.9 | 1508 | -4 | 2 | -2
45 | Cn1c(=O)cc(N2CCc3ccccc32)[nH]c1=O | -4 | 7 | 1 | -4 | 1 | 0.9 | 1579 | 0 | -6 | 0
46 | COC(=O)c1ccc(-n2nnnc2SCC(=O)NCc2cccc(C(=O)O)c2)cc1 | -10 | 10 | -5 | -1 | 1 | 0.9 | 1568 | -2 | 5 | -6
47 | c1coc(-c2nc3nc4ccccc4nc3n2CC2CCCO2)c1 (stereo not drawn) | -9 | 4 | -2 | 0 | 1 | 1 | 1664 | 0 | -7 | 0
48 | CN1OC(Cn2cc(C#N)c(=O)n(C)c2=O)CC1c1ccccc1 (stereo not drawn) | -7 | -4 | -11 | 4 | 1 | 1 | 1632 | 2 | 3 | 9
49 | CN(C)S(=O)(=O)c1cccc(NC(=O)Cc2ccc(Cl)cc2)c1 | -7 | -22 | -5 | 10 | 1 | 1.2 | 1590 | -2 | -1 | 2
50 | CC1(C)Cc2ccccc2-c2nnc(-c3cccc(O)c3)n21 | -3 | 0 | -6 | 10 | 1.1 | 1 | 1538 | -10 | 4 | 3
51 | Cc1ccc(S(=O)(=O)N2CCN(S(=O)(=O)c3ccc(C)cc3)C2c2ccccc2)cc1 | -8 | 20 | 2 | 3 | 1.1 | 0.8 | 1740 | -7 | 5 | 4
52 | O=c1oc2ccccc2nc1/C=C(O)/C=C\c1ccccc1 | -28 | 27 | 3 | 1 | 1 | 0.7 | 1618 | 0 | 7 | 6
53 | O=S(=O)(NCc1ccccn1)c1ccccc1 | -21 | -51 | -1 | 1 | 1.1 | 1.5 | 1508 | -6 | -1 | -3
54 | O=C(NCc1ccc(Cl)cc1)NCc1ccc(Cl)cc1 | -48 | 11 | -3 | 7 | 1 | 0.9 | 1675 | -3 | 2 | -3
55 | CSc1nc2ccc(S(=O)(=O)N3CCCC3)cc2s1 | -12 | 20 | -10 | 5 | 1.1 | 0.8 | 1510 | -7 | -5 | -3
56 | O=C(CSc1nnc(Cc2cccs2)n1C1CCCCC1)N1CCCc2ccccc21 | -1 | -31 | 0 | 0 | 1.1 | 1.3 | 1427 | -7 | 8 | 1
57 | Cc1cc(C(=O)COC(=O)c2ccc(O)cc2)c(C)n1CC1CCCO1 (stereo not drawn) | -13 | -3 | -5 | 0 | 1 | 1 | 1552 | -2 | -3 | 4
58 | Cn1nnnc1SCc1nc2ccccc2s1 | -16 | 11 | -3 | 8 | 1.1 | 0.9 | 1664 | -6 | -2 | 7
59 | Cc1ccc(NC(=S)NCC2CCCO2)cc1 (stereo not drawn) | -18 | 13 | -3 | 7 | 1 | 0.9 | 1570 | -2 | -1 | 2
